Bioassay records from PubChem.
SIAE primary = blocks human sialic acid acetylesterase. SIAE FP-Rh probe binding, fluorescence polarization. inhibition, % at 9.66 µM. 0.69% of 370,000 active. AID 1053197;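 active = inhibition above a cutoff: mean of compounds within the control limits plus 3 SD of those, cut at about 17% in these data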;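 also: 0% = plate median of compound wells and 100% = probe without SIAE protein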
GC-A act = GC-A (human) enzyme activation; AID 1671463; 0.14% of 370,000 active; P16066; HEK293 GC-A cells, cGMP TR-FRET, EC30 ANP; 0% at EC30 ANP, 100% saturating ANP; activation, % at 10 µM; in the data active = activation above about 40%
HTRA1 inhibitor = blocks human HTRA1 serine peptidase. Q92743. recombinant HTRA1, FP-rhodamine activity-based probe, fluorescence polarization. inhibition, % at 5.96 µM. 0.5% of 340,000 active; in the data active = inhibition above about 36%;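 also: 0% = enzyme with DMSO and 100% = wells lacking enzyme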
PRMT1 inh = blocks human protein arginine methyltransferase 1; 1.3% of 370,000 active; inhibition, % at 2.79 µM; Q99873; recombinant PRMT1, activity-based probe fluorescence polarization;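 active = inhibition above about 21% made by adding two undisclosed values, limit read from the data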
UHRF1 MBD2 ctr = blocks human UHRF1 binding to methylated DNA; Q96T88; UHRF1 binding to methylated oligo, TR-FRET; inhibition, % at 4.4 µM; 0.75% of 370,000 active; in the data active = inhibition above about 21%;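 also: UHRF1 SRA domain binding a hemimethylated CpG hairpin DNA probe; 0% = median of test compound wells and 100% = reference inhibitor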
NPR2 activator = GC-B (human) receptor activation; P20594; HEK293-GC-B cells, CNP EC30, cGMP TR-FRET; 0% at EC30 CNP, 100% saturating CNP; activation, % at 10 µM; 0.11% of 370,000 active; AID 1920062;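 active = activation at 10 µM reaching about 35% in either raw or pattern-adjusted values, limit read from the data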
Target sequence (P20594 whole entry, looked up): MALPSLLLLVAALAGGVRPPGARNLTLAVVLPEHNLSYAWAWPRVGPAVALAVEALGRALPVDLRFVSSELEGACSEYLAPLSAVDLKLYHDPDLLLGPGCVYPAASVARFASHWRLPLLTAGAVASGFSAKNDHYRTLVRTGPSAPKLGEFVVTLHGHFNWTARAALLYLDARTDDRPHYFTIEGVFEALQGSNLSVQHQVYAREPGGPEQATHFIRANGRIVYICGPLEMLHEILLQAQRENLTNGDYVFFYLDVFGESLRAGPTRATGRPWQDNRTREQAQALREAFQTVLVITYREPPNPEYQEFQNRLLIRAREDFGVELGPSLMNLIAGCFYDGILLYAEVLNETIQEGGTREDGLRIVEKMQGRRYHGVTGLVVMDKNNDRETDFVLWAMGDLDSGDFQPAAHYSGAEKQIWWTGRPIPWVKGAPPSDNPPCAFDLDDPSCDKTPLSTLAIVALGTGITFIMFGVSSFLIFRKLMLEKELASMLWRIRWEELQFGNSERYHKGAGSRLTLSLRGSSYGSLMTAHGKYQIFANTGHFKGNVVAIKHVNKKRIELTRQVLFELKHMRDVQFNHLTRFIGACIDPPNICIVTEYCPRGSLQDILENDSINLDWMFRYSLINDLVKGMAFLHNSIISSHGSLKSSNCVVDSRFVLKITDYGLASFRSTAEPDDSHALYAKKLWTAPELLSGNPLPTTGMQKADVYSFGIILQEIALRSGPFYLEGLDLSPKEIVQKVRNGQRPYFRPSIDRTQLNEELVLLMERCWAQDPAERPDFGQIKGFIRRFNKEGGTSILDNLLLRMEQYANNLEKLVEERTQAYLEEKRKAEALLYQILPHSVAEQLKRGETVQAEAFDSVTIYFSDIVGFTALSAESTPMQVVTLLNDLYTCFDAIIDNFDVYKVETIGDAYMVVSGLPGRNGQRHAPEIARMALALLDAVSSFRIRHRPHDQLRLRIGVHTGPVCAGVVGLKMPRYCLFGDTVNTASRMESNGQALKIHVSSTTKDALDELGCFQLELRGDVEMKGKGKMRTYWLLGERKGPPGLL
ABHD4 inh = inhibits mouse alpha/beta hydrolase domain 4. Q8VD66. purified mABHD4, FP-Rh probe fluorescence polarization. inhibition, % at 8.92 µM. 0.54% of 370,000 active. AID 720543;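 active = inhibition exceeding the mean over every tested compound plus 3 SD, cut at about 30% in these data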;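 also: 0% = plate median of compound wells and 100% = S159A mutant with DMSO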
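system = mouse ABHD4 enzyme, wild type | medium = HEPES pH 7.0, NaCl, Pluronic buffer | also added = FP-Rh probe | incubation = Enzyme–compound pre-incubation 45 min, then probe 60 min, both 25 °C | technique = fluorescence polarization, excitation 525 nm, emission 598 nm, BODIPY TMR filters | controls = S159A mutant high control, sample median low control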
TCR-CD3 inh = blocks the human TCR-CD3 interaction | TAMRA-labeled TCR probe fluorescence, biochemical | inhibition, % at 9.4 µM | 0.37% of 360,000 active | AID 651800; in the data active = inhibition above about 19%;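 also: recombinant mutant TCR 2C K166C tagged with TAMRA read by polarization; 0% = receptor in buffer alone and 100% = receptor with positive control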
MBD2 DNA inh = blocks human MBD2 binding to methylated DNA; 0.31% of 370,000 active; TR-FRET, MBD2 binding to methylated oligonucleotide; Q9UBB5; inhibition, % at 4.4 µM; in the data active = inhibition above about 13%
rCAG binder = molecules binding r(CAG) RNA repeats | 1.3% of 370,000 active | AID 651821 | inhibition, % at 3 µM | r(CAG) RNA repeat, TO-PRO-1 dye displacement fluorescence;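 active = inhibition above the plate cutoff, the mean of all test compounds on that plate plus 3 SD, cut at about 35% in these data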;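 also: 0% = DMSO alone and 100% = 100 µM mitoxantrone as full dye displacement; higher means more dye released from RNA so lower well fluorescence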
Active calls of the source: *; x = not tested or not shown. The list is partial; count on the stated rates, not on these rows.

Letter code – A = SIAE primary; B = GC-A act; C = HTRA1 inhibitor; D = PRMT1 inh; E = UHRF1 MBD2 ctr; F = NPR2 activator; G = ABHD4 inh; H = TCR-CD3 inh; I = MBD2 DNA inh; J = rCAG binder
CCCC(=O)Nc1ccc(C(=O)NCC2CCCO2)cc1 (stereo unspecified)
  A: -10	B: 1	C: 1	D: -3	E: -2	F: 3	G: -1	H: 8	I: -3	J: -2
O=C(NCCc1c[nH]c2ccccc12)C(=O)NCC1OCCCN1S(=O)(=O)c1ccccc1 (stereo unspecified)
  A: 5	B: 1	C: -2	D: 0	E: 0	F: -4	G: -10	H: 4	I: -1	J: 11
CCOC(=O)N1CCN(C(=O)c2cc(COc3ccc(Cl)cc3OC)on2)CC1
  A: 4	B: 2	C: -3	D: -1	E: 0	F: -1	G: 0	H: 3	I: -1	J: -8
COc1ccc(CCNC(=O)C2CCN(C(=O)c3cccc(Cl)c3)CC2)cc1OC
  A: -8	B: 4	C: 3	D: -2	E: 2	F: 1	G: 0	H: 4	I: -1	J: -6
c1ccc(CN2C3=NCCCN3c3ccccc32)cc1
  A: 1	B: -11	C: 8	D: 1	E: 3	F: -9	G: 1	H: -4	I: 5	J: 2
CCOc1cc(S(=O)(=O)N2CCN(CC)CC2)ccc1Cl
  A: 5	B: 4	C: 1	D: 0	E: 2	F: 3	G: 1	H: -2	I: 6	J: -6
COc1ccc(NS(=O)(=O)c2ccc(NS(=O)(=O)c3cccs3)cc2)cc1
  A: -2	B: 2	C: -3	D: -2	E: -4	F: 3	G: 2	H: 5	I: 3	J: 9
NS(=O)(=O)c1ccc(CNS(=O)(=O)c2ccc(Cl)nc2)cc1
  A: -2	B: 3	C: -7	D: 1	E: 7	F: 6	G: -2	H: 1	I: 0	J: -1
O=C(Nc1nnc(C2CCCCC2)s1)c1cccs1
  A: -8	B: 4	C: -9	D: -2	E: 3	F: 1	G: 2	H: 3	I: 5	J: -4
CCCOC(=O)CSc1nnc(-c2cc(OC)c(OC)c(OC)c2)o1
  A: 2	B: 1	C: -5	D: -4	E: -1	F: 0	G: -4	H: 8	I: -7	J: -6
CN(c1ccccc1)c1nc(N2CCCC2)nc(-n2ccnc2)n1
  A: 10	B: 2	C: -14	D: -2	E: -1	F: -3	G: -12	H: -16	I: -2	J: -5
O=C1C[C@@H]2c3c(cccc3CN1Cc1ccc(F)cc1)C[C@@H](O)[C@H]2O
  A: 3	B: 0	C: 0	D: -1	E: -7	F: 3	G: -1	H: 4	I: -3	J: -7
Cc1ccc(-c2cc(-c3ccccc3)nc(Cl)n2)cc1
  A: -3	B: -1	C: -21	D: -1	E: -1	F: -6	G: -5	H: -1	I: 0	J: 4
CC(C)(C)c1ccc(C(=O)Nc2ccc3c(c2)C(=O)NC3=O)cc1
  A: -7	B: -5	C: 3	D: -5	E: 1	F: -9	G: 2	H: 2	I: -1	J: 2
CCC(=O)OC1(C(=O)CCl)[C@@H](C)C[C@H]2[C@@H]3CCC4=CC(=O)C=C[C@]4(C)[C@@]3(F)[C@@H](O)C[C@@]21C (stereo partly specified)
  A: -2	B: -5	C: -16	D: -3	E: 2	F: -3	G: 1	H: -5	I: -1	J: 1
CS(=O)(=O)N(CC(=O)Nc1ccccc1Br)Cc1ccccc1
  A: -1	B: 3	C: 2	D: 0	E: 0	F: -4	G: 3	H: 0	I: 2	J: -4
O=C(NCc1ccco1)Nc1ccc2snnc2c1
  A: -4	B: 0	C: -10	D: 1	E: 3	F: 0	G: 0	H: 7	I: -4	J: 5
Nc1ccc(C(=O)O)cc1S(=O)(=O)O
  A: 25*	B: 2	C: 2	D: 1	E: -2	F: 0	G: 2	H: -6	I: 1	J: 1
CN1OC[C@@H]2CN(C(=O)C(C)(C)C)[C@H](c3cccc(Oc4ccccc4)c3)C[C@@H]21
  A: 8	B: 2	C: 2	D: 0	E: -1	F: 4	G: 11	H: 4	I: -3	J: -1
Cc1ccnc(NC(=O)c2cccc3ccccc23)c1
  A: 2	B: -2	C: -1	D: -4	E: -1	F: 1	G: 7	H: 4	I: 3	J: -3
COc1ccc(Nc2ccc(Cl)cc2)c(C(=O)O)c1
  A: 6	B: -4	C: 3	D: 5	E: -1	F: -12	G: 0	H: -3	I: 6	J: 24
CCOC(=O)c1cnc(SCc2ccc(C(C)(C)C)cc2)nc1N
  A: -9	B: 4	C: -2	D: -1	E: 2	F: -3	G: 1	H: 3	I: 3	J: -1
O=C(O)C(Cc1c[nH]c2ccccc12)N1C(=O)C2C3c4ccccc4C(c4ccccc43)[C@@H]2C1=O (stereo partly specified)
  A: 3	B: 4	C: -3	D: 2	E: 1	F: 1	G: 6	H: -1	I: 4	J: 50*
COc1ccc(OC)c(/C=C/c2c([N+](=O)[O-])c(=O)n(C)c(=O)n2C)c1
  A: 3	B: -4	C: 7	D: -2	E: -1	F: -6	G: 5	H: -1	I: -2	J: -2
CC(C)c1ccc(CC(=O)N2CCC2(C)C(=O)NS(=O)(=O)c2cccc(C#N)c2)cc1 (stereo unspecified)
  A: 0	B: 3	C: x	D: 1	E: 4	F: 0	G: 3	H: -3	I: 0	J: 14

Of the compounds above, these have a thiophene ring, fused or not:
Letter code – A = SIAE primary; B = GC-A act; C = HTRA1 inhibitor; D = PRMT1 inh; E = UHRF1 MBD2 ctr; F = NPR2 activator; G = ABHD4 inh; H = TCR-CD3 inh; I = MBD2 DNA inh; J = rCAG binder
COc1ccc(NS(=O)(=O)c2ccc(NS(=O)(=O)c3cccs3)cc2)cc1
  A: -2	B: 2	C: -3	D: -2	E: -4	F: 3	G: 2	H: 5	I: 3	J: 9
O=C(Nc1nnc(C2CCCCC2)s1)c1cccs1
  A: -8	B: 4	C: -9	D: -2	E: 3	F: 1	G: 2	H: 3	I: 5	J: -4

3 compounds out of the list above, sorted by the value under NPR2 activator, smallest number first.
SMILES	NPR2 activator
CC(C)c1ccc(CC(=O)N2CCC2(C)C(=O)NS(=O)(=O)c2cccc(C#N)c2)cc1 (stereo unspecified)	0
CN1OC[C@@H]2CN(C(=O)C(C)(C)C)[C@H](c3cccc(Oc4ccccc4)c3)C[C@@H]21	4
NS(=O)(=O)c1ccc(CNS(=O)(=O)c2ccc(Cl)nc2)cc1	6

Just TCR-CD3 inh and PRMT1 inh (five entries from above):
mol | TCR-CD3 inh | PRMT1 inh
CN(c1ccccc1)c1nc(N2CCCC2)nc(-n2ccnc2)n1 | -16 | -2
O=C1C[C@@H]2c3c(cccc3CN1Cc1ccc(F)cc1)C[C@@H](O)[C@H]2O | 4 | -1
Cc1ccc(-c2cc(-c3ccccc3)nc(Cl)n2)cc1 | -1 | -1
CC(C)(C)c1ccc(C(=O)Nc2ccc3c(c2)C(=O)NC3=O)cc1 | 2 | -5
CCC(=O)OC1(C(=O)CCl)[C@@H](C)C[C@H]2[C@@H]3CCC4=CC(=O)C=C[C@]4(C)[C@@]3(F)[C@@H](O)C[C@@]21C (stereo partly specified) | -5 | -3

The list continues:
Letter code – A = SIAE primary; B = GC-A act; C = HTRA1 inhibitor; D = PRMT1 inh; E = UHRF1 MBD2 ctr; F = NPR2 activator; G = ABHD4 inh; H = TCR-CD3 inh; I = MBD2 DNA inh; J = rCAG binder
O=C(Nc1ccc(OC(F)(F)F)cc1)Nc1c(-c2ccc(C(F)(F)F)cc2)nc2ncccn12
  A: 3	B: 1	C: x	D: -10	E: -1	F: 4	G: 1	H: x	I: -3	J: 5
O=C(CCc1ccccc1)Nc1cc2c3c(c1)CC(=O)N3CCC2
  A: 4	B: -1	C: 4	D: 1	E: 2	F: 0	G: 4	H: 2	I: 1	J: 2
CCCCC1CC2=C(C(=O)OC(C)(C)O2)C(c2ccc(F)cc2)O1 (stereo unspecified)
  A: 0	B: -11	C: x	D: 9	E: 9	F: -9	G: -7	H: -2	I: 9	J: -3
CCN(CC(=O)NCc1ccc(Cl)cc1)C(=O)CN1C(=O)NC(C)(c2ccccc2)C1=O (stereo unspecified)
  A: 0	B: 1	C: -2	D: 2	E: 1	F: -1	G: 0	H: 4	I: 1	J: -5
CCOc1cc(NC(=O)c2ccccn2)c(OCC)cc1NC(=O)c1cccc(C)c1
  A: 9	B: -7	C: -1	D: -3	E: -6	F: 2	G: 1	H: 0	I: 4	J: 2
Cc1cccc(C)c1OCc1nnc(SCC(=O)NCCc2ccccc2)o1
  A: 4	B: -1	C: -12	D: -1	E: 3	F: -3	G: -3	H: 1	I: 7	J: -6
O=C(NCc1n[nH]c(=S)n1-c1cccc(Cl)c1)c1ccc(S(=O)(=O)N2CCCC2)cc1
  A: 3	B: 3	C: 3	D: 4	E: 0	F: 7	G: 0	H: 1	I: 1	J: 10
O=C(C1CCCN1S(=O)(=O)c1cccc2nsnc12)N1CCCCCC1 (stereo unspecified)
  A: -2	B: -1	C: 0	D: -5	E: 0	F: 4	G: 1	H: 4	I: -5	J: -2
Cc1cc(F)ccc1S(=O)(=O)NCC1CC2CCC1C2 (stereo unspecified)
  A: -7	B: -4	C: -13	D: -3	E: 4	F: 1	G: -6	H: 3	I: -2	J: -5
Cc1cccc(CCNC(=O)CCS(=O)(=O)c2ccc(Br)cc2)c1
  A: -4	B: 1	C: -7	D: 0	E: -1	F: 1	G: -2	H: 10	I: 2	J: -4
OC1(c2ccc(F)cc2)CCN(Cc2nnnn2Cc2cccs2)CC1
  A: -5	B: -2	C: 2	D: 4	E: 0	F: 0	G: -2	H: 4	I: -1	J: -2
CCOc1ccc(Oc2ccc(NS(=O)(=O)c3cc(C(=O)O)ccc3Cl)cc2)cc1
  A: -6	B: 2	C: -13	D: -1	E: 2	F: 0	G: -21	H: -10	I: 4	J: 38*
c1ccc2c(c1)nc1n2CCN1CCNC1CCCCC1
  A: 8	B: -2	C: 4	D: 0	E: 0	F: 0	G: -1	H: -3	I: 0	J: 0
Cc1onc(-c2c(F)cccc2Cl)c1C(=O)Nc1sc2c(c1C(N)=O)CCC2
  A: -6	B: 2	C: 2	D: 1	E: 0	F: 0	G: 3	H: -2	I: 4	J: 4
Cc1nc(Nc2ccc(Cl)cc2Cl)sc1C(=O)Nc1ccccc1
  A: -17	B: -2	C: -94	D: 0	E: 2	F: -4	G: -6	H: -1	I: -2	J: 3
COc1ccc2[nH]c3c(=O)n(CCCCC(=O)NCCC(C)C)c(=S)[nH]c3c2c1
  A: -4	B: 5	C: 2	D: 8	E: 2	F: -4	G: -6	H: -4	I: 9	J: 2
O=C(CCC(=O)Nc1ccccc1)NCCO
  A: -11	B: -4	C: 5	D: -3	E: 3	F: 8	G: -7	H: -1	I: 0	J: 1
O=C(OCC(=O)c1ccco1)c1ccc2ncsc2c1
  A: -2	B: 2	C: 1	D: 46*	E: 1	F: -3	G: -10	H: -9	I: -1	J: 7
CS(=O)(=O)Nc1ccc(C2=NN(S(C)(=O)=O)C(c3ccccc3)C2)cc1 (stereo unspecified)
  A: -5	B: 8	C: 1	D: -1	E: -1	F: 5	G: 3	H: 3	I: 5	J: 1
COC(=O)c1ccc2c(c1)C(=O)/C(=C/c1ccc(O)cc1)O2
  A: -12	B: -5	C: -30	D: 3	E: -6	F: -4	G: -7	H: -7	I: -8	J: 7
N=c1n(Cc2ccccc2Cl)c2ccccc2n1CC(O)c1ccco1 (stereo unspecified)
  A: -5	B: -3	C: 6	D: 9	E: 3	F: -6	G: 1	H: -7	I: 0	J: 1
CCOC(=O)C1=CCN(S(=O)(=O)c2ccccc2Br)C1c1ccc(C)cc1 (stereo unspecified)
  A: -3	B: -8	C: x	D: 0	E: -3	F: -8	G: -5	H: 5	I: 0	J: 0
CCOC(=O)/C(=C/c1ccc(Cl)cc1)NC(=O)c1ccco1
  A: -1	B: -2	C: -2	D: -2	E: 1	F: 1	G: 1	H: 1	I: 2	J: 1
